KDM5B inhibitor – Primary screen for KDM5B Histone Demethylases FDH-coupled qHTS; KDM5B demethylase, FDH-coupled NADH fluorescence (FDH is formaldehyde dehydrogenase); Potency, µM (highest dose often 57.7 µM), for inactives: top-dose activity change, negative = inhibition, actives largely listed as inhibitors; actives 2.6% (n = 220,000); AID 1347165, 2019; active = well fitted inhibition curve with a large enough effect; inconclusive = small, poorly fitted or top-dose-only effect; inactive = no such curve, though single readings can be large or run the other way; also: 0% is about no effect; nearly all actives have a fitted effect of over 70% in size
Target sequence (Q9UGL1 whole entry, looked up): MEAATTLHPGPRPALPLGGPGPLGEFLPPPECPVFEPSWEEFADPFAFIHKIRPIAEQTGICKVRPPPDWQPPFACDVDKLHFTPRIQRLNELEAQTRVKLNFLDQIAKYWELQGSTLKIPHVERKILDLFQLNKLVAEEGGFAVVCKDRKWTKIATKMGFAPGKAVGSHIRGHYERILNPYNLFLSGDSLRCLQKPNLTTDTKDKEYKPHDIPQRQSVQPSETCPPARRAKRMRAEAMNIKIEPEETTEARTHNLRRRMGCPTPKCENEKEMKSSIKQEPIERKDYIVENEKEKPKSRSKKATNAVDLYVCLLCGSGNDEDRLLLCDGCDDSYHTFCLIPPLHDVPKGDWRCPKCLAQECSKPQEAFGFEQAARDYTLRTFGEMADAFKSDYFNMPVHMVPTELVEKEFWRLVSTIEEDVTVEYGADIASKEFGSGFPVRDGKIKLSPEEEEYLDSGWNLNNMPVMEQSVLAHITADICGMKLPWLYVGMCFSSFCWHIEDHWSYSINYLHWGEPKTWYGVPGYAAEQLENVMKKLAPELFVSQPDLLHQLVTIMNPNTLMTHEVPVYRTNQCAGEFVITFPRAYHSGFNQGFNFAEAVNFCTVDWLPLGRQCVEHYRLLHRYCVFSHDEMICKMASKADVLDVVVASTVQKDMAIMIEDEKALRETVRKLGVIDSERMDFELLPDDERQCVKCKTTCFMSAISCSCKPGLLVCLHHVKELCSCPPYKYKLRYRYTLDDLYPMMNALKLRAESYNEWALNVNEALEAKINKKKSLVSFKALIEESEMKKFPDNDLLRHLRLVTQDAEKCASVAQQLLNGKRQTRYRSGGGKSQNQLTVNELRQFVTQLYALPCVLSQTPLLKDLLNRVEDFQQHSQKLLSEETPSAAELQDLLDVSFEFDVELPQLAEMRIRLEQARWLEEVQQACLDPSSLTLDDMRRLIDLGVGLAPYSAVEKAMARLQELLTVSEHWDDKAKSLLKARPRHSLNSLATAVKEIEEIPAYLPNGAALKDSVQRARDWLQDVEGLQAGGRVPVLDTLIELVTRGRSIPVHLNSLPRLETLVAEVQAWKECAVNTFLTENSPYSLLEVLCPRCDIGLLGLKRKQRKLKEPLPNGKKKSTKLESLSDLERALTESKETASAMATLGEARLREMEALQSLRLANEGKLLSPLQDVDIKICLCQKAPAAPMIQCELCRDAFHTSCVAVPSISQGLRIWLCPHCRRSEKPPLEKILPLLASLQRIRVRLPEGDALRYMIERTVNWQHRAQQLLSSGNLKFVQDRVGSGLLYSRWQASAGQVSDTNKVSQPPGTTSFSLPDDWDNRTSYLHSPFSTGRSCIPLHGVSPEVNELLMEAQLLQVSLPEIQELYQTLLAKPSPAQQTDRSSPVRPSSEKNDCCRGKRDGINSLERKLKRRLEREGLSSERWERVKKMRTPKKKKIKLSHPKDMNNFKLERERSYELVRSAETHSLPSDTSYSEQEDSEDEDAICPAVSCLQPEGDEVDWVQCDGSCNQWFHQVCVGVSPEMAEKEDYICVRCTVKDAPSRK
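Coupled FDH/NAD⁺ fluorescence readout. KDM5BΔAP 200 nM final; compound titration, 10 min RT preincubation; substrate mix 12.5 µM H3K4me3, 25 µM 2-OG, 50 µM Fe(II), 100 µM ascorbate, 0.25 mM NAD⁺, 0.25 U/mL FDH; ΔRFU over 30 min.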
Numbers without * were called inactive; i = inactive; ? = inconclusive; & = joins results of further samples; [ ] = remark or other dose. Potency is read from the fitted curve at half-maximal effect. Some of the compounds tested; count on the stated rates, not on these rows.

SMILES | KDM5B inhibitor
COCCN1C(=O)[C@H]2CN(Cc3ccccc3C(F)(F)F)C[C@H]2C1=O | 14%
C/C(=N/NC(=O)CSc1nc2ccccc2s1)c1ccncc1 | -16%
O=C1NC(=NC2CCCCC2)C2(CCN([S+](=O)([O-])c3ccccc3)C2)N1c1cc(F)cc(F)c1 (stereo unspecified) | 7%[115 µM]
CCCCc1cc(C[C@@H]2C[C@H](NC(=O)NC(C)C)C2(C)C)no1 | ?
Cc1ccc(-c2nc(N)sc2CC(=O)OCC(=O)N(c2ccccc2)C(C)C)cc1 | -21%
O=C(COCc1cc(-c2ccc(F)cc2)on1)Nc1cccc(O)c1 | 5%
COCCn1c(CSCc2ccc(Cl)cc2Cl)n[nH]c1=S | -15%
Cc1ccc(N2CN(CCN3CCOCC3)Cn3c2nc(C)c(C)c3=O)cc1C | 57%[activator]
CC(=O)Nc1cccc(OCCc2ccccc2)c1 | 10%
CCn1c(C)cc(C(=O)COc2ccc3ccc(=O)oc3c2)c1C | ?
COc1ccc(CCN2CCC(CN(C)C(=O)c3ccccc3SC)CC2)cc1 | 0%
O=C([C@H]1CNC[C@H](C(=O)N2CCN(c3ccncc3)CC2)C1)N1CCCC1 | 54%[activator]
COc1ccc(C)cc1NC(=O)c1ccc2c(c1)N(Cc1cccc(Cl)c1)C(=O)c1ccccc1S2=O (stereo unspecified) | -10%
COc1cccc(C(=O)N[C@@H]2CN(C)C[C@H]2CN(C)C)c1OC | ?
Cc1cc(C)c(OCC(=O)N(Cc2ccc(N(C)C)cc2)CC2CCCO2)c(C)c1 (stereo unspecified) | -7%
Cc1ccc(CN2CCNC(=O)C2CC(=O)NC2(CO)CCCC2)cc1 (stereo unspecified) | -29%
O=C(CSc1oc(-c2ccco2)nc1S(=O)(=O)c1ccc(Br)cc1)c1ccccc1 | ?
O=C(Nc1ccc(F)c(Cl)c1)C1CCCN1S(=O)(=O)c1ccc(F)cc1 (stereo unspecified) | 2%
CC(C)C(CNC(=O)c1n[nH]c(=O)c2ccccc12)N(C)C (stereo unspecified) | 3%
CCN(CC)c1ccc(S(N)(=O)=O)cc1N | -8%
COc1ccc(-c2nc(C)c(CCNC(=O)C(=O)Nc3ccc(C)cc3C)s2)cc1OC | -20%
CN1CCN(CN2C(=O)C(O)(CC(=O)c3ccccn3)c3ccccc32)CC1 (stereo unspecified) | 3%
Cc1ccc(Cn2nnc3c2-c2ccccc2S(=O)(=O)N(C2CC2)C3)cc1 | 26%
COc1ccc(S(=O)(=O)N2CCOCC2)cc1N(C)S(=O)(=O)c1ccc(C)cc1 | -13%
Cc1ccc(C(CC#N)C2CCOC(C)(C)C2)cc1 (stereo unspecified) | 42%[activator]

An excerpt from above in order of their number in KDM5B inhibitor, ascending:
SMILES	KDM5B inhibitor
C/C(=N/NC(=O)CSc1nc2ccccc2s1)c1ccncc1	-16%
COCCn1c(CSCc2ccc(Cl)cc2Cl)n[nH]c1=S	-15%
Cc1cc(C)c(OCC(=O)N(Cc2ccc(N(C)C)cc2)CC2CCCO2)c(C)c1 (stereo unspecified)	-7%
CC(C)C(CNC(=O)c1n[nH]c(=O)c2ccccc12)N(C)C (stereo unspecified)	3%

Carrying on:
SMILES | KDM5B inhibitor
CCOc1ccccc1CN1CCCCCNC(=O)[C@@H]2CCC[C@@H]21 | ?
Cc1cccc(NC(=O)CCc2c[nH]c3ccccc23)c1C | 2%
COc1ccc(CNC(=O)CN2C(=O)NC3(CCC(C(C)(C)C)CC3)C2=O)cc1OC (stereo unspecified) | 6%
CCc1cccc(C)c1NC(=O)CSc1nnc(N)s1 | 8%
COCCn1c(SCc2cc(F)ccc2OC)nnc1-c1ccncc1 | 45%[activator]
CCn1c(SCC(=O)N2CCC(C)CC2)nnc1-c1ccccc1O | -15%
CC(C)CCN1CCC(C2CCN(C(=O)c3ccnn3C)C2)CC1 (stereo unspecified) | -3%
CC(C)n1ncc2cc(C(=O)Nc3ccc(OCC(F)(F)F)cc3)cnc21 | ?
NC(N)=NC(N)=Nc1ccccc1Br | 18%
COC(=O)C1=C(C)OC(N)=C(C#N)C1c1ccc(C#N)cc1 (stereo unspecified) | ?
O=C1NCc2ccccc2CC12CCCN(Cc1ccccc1Cl)C2 (stereo unspecified) | 15%[115 µM]
Cc1ccc(-c2nc(CC(=O)NCCc3ccccc3F)cs2)o1 | ?
CC(CC(=O)NCc1ccccc1Cl)S(=O)(=O)c1ccc2c(c1)CCN2C(=O)C1CC1 (stereo unspecified) | -6%
CCNCC(O)COCc1ccccc1OC (stereo unspecified) | 40%[activator]
COC(=O)c1ccccc1NS(=O)(=O)c1c(C)cc(C)cc1C | 10%
Cc1nc2ccc(C(=O)NCc3ccncc3)cc2nc1C | -6%
Cc1ccc(-c2cc(-c3ccccc3)c(C#N)c(SCS(=O)Cc3ccccc3)n2)cc1 (stereo unspecified) | 4%
CN(C)C(=O)c1ccc2ccnn2c1 | 32µM*
Cc1ccccc1-c1cc2c(nc1-c1ccccc1)nc(C(=O)NCCN(C)C)n2C | i
O=C(NCc1ccc(C(F)(F)F)cc1)C1CN(c2cccc(Cl)c2)C(=O)N1 (stereo unspecified) | -3%
C=CCOc1ccc(Br)cc1CNCC | 28%
COc1ccc(/C=N/Nc2nc(-c3cccnc3)nc3ccccc23)c(OC)c1 | 57%[activator]
COCC(=O)N[C@H]1CCN2C(=O)c3cc(-c4cc(Cl)ccc4OC)ccc3NC(=O)[C@@H]2C1 | -6%
O=S(=O)(NC1CCN(S(=O)(=O)c2ccc(Br)cc2)CC1)c1cccs1 | -4%
CC(C)NC(=O)C1=NOC2CN(C(=O)NC(C)C)CC12 (stereo unspecified) | -8%[149 µM]

Not a retest: an excerpt of the list.
SMILES | KDM5B inhibitor
CCNCC(O)COCc1ccccc1OC (stereo unspecified) | 40%[activator]
COC(=O)c1ccccc1NS(=O)(=O)c1c(C)cc(C)cc1C | 10%
Cc1nc2ccc(C(=O)NCc3ccncc3)cc2nc1C | -6%
Cc1ccc(-c2cc(-c3ccccc3)c(C#N)c(SCS(=O)Cc3ccccc3)n2)cc1 (stereo unspecified) | 4%
CN(C)C(=O)c1ccc2ccnn2c1 | 32µM*
Cc1ccccc1-c1cc2c(nc1-c1ccccc1)nc(C(=O)NCCN(C)C)n2C | i

Shown as a hit in KDM5B inhibitor, among the entries above:
SMILES | KDM5B inhibitor
CN(C)C(=O)c1ccc2ccnn2c1 | 32µM*

Continued.
SMILES | KDM5B inhibitor
CN(C)Cc1cc(CC2(NCc3ccccc3Cl)COC2)no1 | -6%[86.2 µM]
Fc1ccc(-c2cc(-c3ccccc3)c3c(n2)-c2cc(F)ccc2OC3)cc1 | -64%
COc1cccc(-n2c(=O)c3sc4ccccc4c3n(CC(=O)Nc3cccc(Cl)c3)c2=O)c1 | -28%
CN(CCc1ccccn1)C(=O)CCC[C@H]1NC[C@@H]2CC1CN(Cc1ccccc1)C2 | ?
O=C(NC1CC1)C1CCc2nnc(-c3cccnc3)n21 (stereo unspecified) | 5%[149 µM]
O=C(CCl)Nc1ccc(Sc2ccc(NC(=O)CCl)cc2)cc1 | -5%
CC1=C(C(N)=O)C(c2ccc(C(C)C)cc2)n2nc(SCc3ccccc3F)nc2N1 (stereo unspecified) | -11%&-6%
CCCCN1C2=NC(c3ccccc3)CN2c2ccccc21 (stereo unspecified) | -4%
O=C(Nc1ccccc1)N1CCC(Oc2ncccc2C(=O)N2CCCCC2)C1 (stereo unspecified) | -29%
CCCCOc1ccc(Cn2c(=O)sc3ccccc32)cc1OC | 7%
COc1ccc(-c2ccnc3nc(Cc4ccc(F)cc4)nn23)cc1 | i
CCSc1nc2c(c(=O)n(C)c(=O)n2C)n1C/C=C/c1ccccc1 | 4%
CC(C)C1(CNC(=O)c2coc(COc3ccc4c(c3)OCO4)n2)CC1 | -25%
O=C1NCCCCCN(C(=O)CCC2CCCC2)[C@H]2CCCC[C@@H]12 | 7%
O=C(c1ccc(-c2noc(C3CC3)n2)cc1)N1CCC2(CCOCC2)CC1 | 4%
CCCCNCc1ccco1 | 15%
CC(C)CCN1CCOc2cc([S+](=O)([O-])Nc3nncs3)ccc2C1 | -6%[86.2 µM]
Brc1ccc(-c2nnc3ccc(SCc4ccco4)nn23)cc1 | -20%
NC(N)=N/N=C/c1ccc(OCc2ccccc2)c(OCc2ccccc2)c1 | -17%
O=C(CSCc1nc2sc3c(c2c(=O)[nH]1)CCC3)NCc1ccc(C(F)(F)F)cc1 | -12%
CC(C)(C)OC(=O)NCCCCCc1nnc(SCc2ccc(F)cc2)o1 | 10%
Fc1c(F)c(C(F)(F)F)c(F)c(F)c1Sc1c(F)c(F)c(C(F)(F)F)c(F)c1F | 9%
O=C(O)C(c1c[nH]c2ccc(Cl)cc12)N1CCN(Cc2ccncc2)CC1 (stereo unspecified) | -3%
CS(=O)(=O)N1CCC2(CC1)CN(C(=O)c1ccc3[nH]ccc3c1)Cc1ccccc1O2 | 7%[115 µM]
COC(=O)c1ccc(OC)c(OC2CCCC2)c1 | 19%

The closing 2 entries of the section before lead into the next.
SMILES | KDM5B inhibitor
CS(=O)(=O)N1CCC2(CC1)CN(C(=O)c1ccc3[nH]ccc3c1)Cc1ccccc1O2 | 7%[115 µM]
COC(=O)c1ccc(OC)c(OC2CCCC2)c1 | 19%
CC(Oc1ccccc1)C(=O)OCc1cc(=O)n2nc(C(C)C)sc2n1 (stereo unspecified) | -10%
CCc1ccccc1NC(=O)c1nn(Cc2ccccc2)c(=O)c2ccccc12 | -1%
O=C(NC1CCN(c2cc(-c3ccccc3)[nH]n2)CC1)c1ccc(F)cc1F | -27%
COc1cc2ncnc(NCc3ccccc3F)c2cc1OC | -18%
O=C(O)CN1CCNc2nc(CNc3ccc(F)cc3)n(Cc3ccccc3)c2C1=O | -12%[86.2 µM]
CCO[C@H]1CN(Cc2cc3c(cc2OC)OCCCO3)C[C@@H]1O | -17%
O=C(C[C@@H]1CCNC[C@@H]1Cc1cc(-c2ccccc2)on1)NCc1ccccc1 | -13%[86.2 µM]
O=C(CCSc1nc(Cl)nc2nc[nH]c12)NCCc1ccccc1 | 7%
Cc1ccc(/C=C/c2nc3ccccc3[nH]2)cc1 | ?
Cc1ccccc1NC(=O)COC(=O)c1n[nH]c(=O)c2ccccc12 | 11%
CCCc1nc(NCC2CCCO2)c(C#N)c2c1CCCC2 (stereo unspecified) | ?
CNC(=O)NC(=O)CN(C)C(C)C1CC1 (stereo unspecified) | 18%
COCCN1C(=O)c2ccccc2C(C(=O)NCCC2=CCCCC2)C12CCCC2 (stereo unspecified) | ?
COc1ccc(S(=O)(=O)N2C[C@@H]3C[C@H](C2)c2c(NC(=O)c4ccc5c(c4)OCO5)ccc(=O)n2C3)cc1 | 303%[activator]
Cc1ccc(C(=O)Oc2ccc3c(C(C)C)cc(=O)oc3c2)cc1S(C)(=O)=O | 439%[activator]
CCN(C(=O)C(C)S(=O)(=O)Cc1ccc(Cl)cc1Cl)c1ccccc1 (stereo unspecified) | 18%
Cc1cccc(NC(=O)CN2CCN(C(=O)NCc3ccccc3Cl)CC2)c1C | 16%
Cc1ccc(C(=O)COC(=O)C2CC(=O)N(NC(=O)c3ccc(Cl)c(Cl)c3)C2)cc1C (stereo unspecified) | 1%
CC(CNC(=O)/C=C/c1ccc(C(C)(C)C)cc1)NC(=O)/C=C/c1ccc(C(C)(C)C)cc1 (stereo unspecified) | 3%
COc1ccc(CNc2nc(-c3ccccc3)nn2S(=O)(=O)c2ccccc2)cc1 | -12%
CCOC(=O)/C=C/c1cccc(C(C)=O)c1 | 13%
CCN(CC)CCN(C(=O)CCS(=O)(=O)c1ccccc1)c1nc2c(C)cc(C)cc2s1 | -4%
Cc1cc(C)cc(NC(=O)Cn2nc3c(cc2=O)CCCCC3)c1 | -14%
O=C(Cn1c(=O)n(Cc2ccc3c(c2)OCO3)c(=O)c2ccc(C(=O)NC3CCCCC3)cc21)Nc1ccccc1F | -17%
COc1ccc2nc3n(c2c1)[C@@H](CNCc1ccc(C(F)(F)F)cc1)COC3 | ?
SMILES | KDM5B inhibitor
O=C(NCc1cccc(F)c1)c1ccccc1NC(=O)c1nsc2ccccc12 | -22%
COCCN1CCCC2(CCN(C(=O)CCN(C)S(C)(=O)=O)C2)C1=O (stereo unspecified) | -16%
COc1ccc(NC(=O)C(=O)NCCN2CCN(C(=O)c3cccc(C)c3)CC2)cc1 | -11%
COc1ccc(OC)c(NC(=O)[C@@]2(CC(=O)O)CC(/C=C/c3ccccc3)=NO2)c1 | -8%
N#Cc1cccc(CNC(=O)c2nccnc2N)c1 | ?
O=C(c1ncccn1)N1CCc2c(n(CCOc3ccccc3)n(-c3ccccc3)c2=O)C1 | -16%
C=CCNCc1ccccc1OC | 0%
O=C(c1ccsc1)N1CCC2(CC1)CC(N(Cc1ccc(F)cc1)C1CC1)CCO2 (stereo unspecified) | -6%
C[C@@H]1CN(C(=O)c2cccnc2SCCc2ccccc2)CC[C@]1(C)O | 14%
COC(=O)C1CN(Cc2cn(Cc3ccc(OC)cc3)nn2)CCS(=O)(=O)N1Cc1ccc(C)cc1 (stereo unspecified) | 20%
Cc1ccc(-n2ncc3c(NC(C)c4ccccc4)ncnc32)cc1 (stereo unspecified) | ?
OC1CCOC2(CCN(Cc3ccc[nH]3)CC2)C1 (stereo unspecified) | -13%
O=C1CCC2(CCCO2)CCN1Cc1cccc(OC(F)(F)F)c1 (stereo unspecified) | 35%
O=C1NCCCCCCN(C(=O)C2CCC2)[C@H]2CCC[C@@H]12 | 2%
CCN(CC(=O)NC1CCS(=O)(=O)C1)C(=O)c1cc(-c2ccc(C)cc2)nc2ccccc12 (stereo unspecified) | ?
N#Cc1ccccc1CNc1ccccc1Cl | 0%

Screening data from PubChem BioAssay.
